# CHT PAM = CHT positive allosteric modulators, primary screen, cell-based, membrane potential dye, choline EC20 | CHT-expressing cells; stronger effect = higher value; LV-AA mutant CHT in HEK293 cells | B-score at 10 µM | actives 0.49% (n = 310,000) | AID 488977, 2010;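 active means initial fluorescence not abnormally high and integrated response B-score, plate-corrected, over 3 SD above library mean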
# Target sequence (Q9GZV3 whole entry, looked up): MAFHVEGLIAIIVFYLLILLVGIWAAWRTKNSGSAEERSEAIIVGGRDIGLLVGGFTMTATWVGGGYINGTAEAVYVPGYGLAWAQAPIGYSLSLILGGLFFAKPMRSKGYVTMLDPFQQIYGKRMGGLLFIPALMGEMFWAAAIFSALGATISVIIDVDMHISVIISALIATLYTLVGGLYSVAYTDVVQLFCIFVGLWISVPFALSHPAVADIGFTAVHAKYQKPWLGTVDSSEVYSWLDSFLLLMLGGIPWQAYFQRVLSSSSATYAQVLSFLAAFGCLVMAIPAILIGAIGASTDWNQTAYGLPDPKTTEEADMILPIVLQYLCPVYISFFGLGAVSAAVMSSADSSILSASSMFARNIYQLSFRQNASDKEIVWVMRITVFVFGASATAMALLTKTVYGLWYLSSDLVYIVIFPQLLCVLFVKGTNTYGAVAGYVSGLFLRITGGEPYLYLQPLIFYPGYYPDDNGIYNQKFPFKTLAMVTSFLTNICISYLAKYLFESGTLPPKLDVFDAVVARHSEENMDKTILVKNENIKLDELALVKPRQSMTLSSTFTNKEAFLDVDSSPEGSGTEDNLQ
# OX1R antag-1 = OX1R (HCRTR1) antagonists, primary screen, fluorescence, CHO/OX1R cells, Fluo-8 calcium, orexin A. Orexin/Hypocretin receptor type 1 (Homo sapiens), O43613. Fluo-8 calcium fluorescence. inhibition, % at 5 µM. actives 0.43% (n = 330,000). AID 434989, 2010;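 active means inhibition above its plate's threshold, mean inhibition of all tested compounds on the plate plus 3 SD, cut at about 37% in these data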;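 further: 0% = orexin A challenge wells and 100% = SB-334867-A antagonist wells; not every result past the cut was called active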
# Target sequence (O43613 whole entry, looked up): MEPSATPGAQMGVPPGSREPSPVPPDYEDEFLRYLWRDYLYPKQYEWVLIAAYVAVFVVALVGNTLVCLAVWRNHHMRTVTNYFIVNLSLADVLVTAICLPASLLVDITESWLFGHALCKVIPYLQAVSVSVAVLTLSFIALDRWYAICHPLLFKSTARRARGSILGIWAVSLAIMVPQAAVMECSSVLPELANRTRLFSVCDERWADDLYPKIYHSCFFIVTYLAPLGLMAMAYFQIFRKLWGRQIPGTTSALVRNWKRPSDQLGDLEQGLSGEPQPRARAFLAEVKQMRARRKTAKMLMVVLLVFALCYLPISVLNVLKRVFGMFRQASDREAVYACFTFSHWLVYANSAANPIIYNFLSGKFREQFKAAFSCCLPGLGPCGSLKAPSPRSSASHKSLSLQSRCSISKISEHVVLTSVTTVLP
# OX1R antag-2 = antagonists of human orexin 1 receptor (OX1R). OX1R-expressing cells, FRET antagonist read-out. actives 1.8% (n = 330,000). Orexin/Hypocretin receptor type 1 (Homo sapiens), O43613. AID 485270, 2010. inhibition, % at 6.6 µM; in the data active means inhibition mostly above about 38%, no sharp cut-off; inactive means mostly below about 40%;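 further: 0% = agonist challenge alone and 100% = reference antagonist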
# * marks the source's active call; other numbers are inactive results; i = inactive; · = no result given. Rows were taken by chance; 2.5% or so of the library scored in one or more.
# The first six compounds as a preview:
SMILES,CHT PAM,OX1R antag-1,OX1R antag-2
O=C(CN1CCc2ccccc2C1)Nc1cccc(S(=O)(=O)N2CCCC2)c1,i,-27,31
Cc1ccc(CC(=O)NC(C)CCc2ccccc2)cc1 (stereo unspecified),i,-11,17
Cc1ccc(S(=O)(=O)Oc2ccc(/C=N/NC(=O)c3cccnc3)cc2)cc1,i,-7,16
CN1CCc2c(sc(N)c2C(=O)O)C1,i,0,13
CN(C)c1ccc(NC(=O)CSc2nc3ccccc3c(=O)n2C2CCCCC2)cc1,i,-33,-3
O=C(N/N=C/c1c(O)ccc2ccccc12)c1ccc(CO)nc1,i,-4,21

# The listing, previewed entries included:
SMILES,CHT PAM,OX1R antag-1,OX1R antag-2
O=C(CN1CCc2ccccc2C1)Nc1cccc(S(=O)(=O)N2CCCC2)c1,i,-27,31
Cc1ccc(CC(=O)NC(C)CCc2ccccc2)cc1 (stereo unspecified),i,-11,17
Cc1ccc(S(=O)(=O)Oc2ccc(/C=N/NC(=O)c3cccnc3)cc2)cc1,i,-7,16
CN1CCc2c(sc(N)c2C(=O)O)C1,i,0,13
CN(C)c1ccc(NC(=O)CSc2nc3ccccc3c(=O)n2C2CCCCC2)cc1,i,-33,-3
O=C(N/N=C/c1c(O)ccc2ccccc12)c1ccc(CO)nc1,i,-4,21
O=C(Nc1cccnc1)c1ccccc1Cl,i,-15,-7
CC12CCC(C(=O)Nc3cccc(Cl)c3Cl)([C@H](Br)C1=O)C2(C)C (stereo partly specified),i,-22,7
Cc1ccc(N=C2NC(=O)/C(=C/C=C/c3ccco3)S2)cc1,i,2,19
Nc1nncn1C(=O)c1ccc(Cl)cc1Cl,i,-9,11
O=C(NCCC1=CCCCC1)C1CCN(Cc2cnn(-c3ccccc3)c2-n2cccc2)CC1,6.3*,-13,12
O=C(Oc1ccccc1N1CCOCC1)c1sccc1Br,i,-26,12
CS(=O)(=O)N(CCc1ccccc1)CC(=O)N1CCN(c2ccccc2F)CC1,i,-22,18
COc1cc(NC(=S)NC(=O)c2ccc(F)cc2)ccc1NC(=O)c1ccco1,i,-27,11
COc1ccc(C)cc1NC(=O)c1sc2ncn(CC(=O)N3CCCCC3)c(=O)c2c1C,i,-13,-1
Cc1nc(Nc2cccc(F)c2)c2oc3ccccc3c2n1,i,-38,16
CCOCC(O)CS(=O)Cc1ccccc1 (stereo unspecified),i,-7,9
CN(C)S(=O)(=O)c1cccc(NC(=O)C2Cc3ccccc3CN2C(=O)c2ccco2)c1 (stereo unspecified),i,-20,17
COc1ccc(C2C([N+](=O)[O-])=C(C)N(C)C(=O)N2C)cc1OC (stereo unspecified),i,-19,11
O=S(=O)(NCCCc1ccccc1)c1ccc(Cl)cc1,i,-12,17
CN(C(=O)c1ccno1)c1nnc(-c2cccnc2)s1,i,8,31
O=C(CSc1ncn[nH]1)N/N=C/c1ccc(F)cc1,i,0,0
COc1ccc(Br)c(C(=O)Nc2cccc(S(=O)(=O)N3CCOCC3)c2)c1,·,-26,6
CCOC(=O)C1=C(C)N(c2ccccc2)C(=O)/C1=C\c1cccs1,i,-30,13
Cc1c(C#N)c(NC(=O)CCl)n(Cc2ccc(F)cc2)c1C,i,-27,11
COc1cc2c(cc1NC(=O)c1cncc(Br)c1)oc1ccccc12,i,-24,17
COc1ccc(C(=O)CC(=O)C(=O)NCCc2cccc(C)c2)cc1,i,-7,23
Cc1ccc(-c2csc(C3=C(O)CN(NC(=O)c4ccco4)C3=N)n2)cc1,i,19,0
CCC(Oc1ccc(F)cc1)C(=O)N1CCCCCCC1 (stereo unspecified),i,-15,8
OCCNc1nc(Nc2ccccc2C(F)(F)F)nc(N2CCCC2)n1,i,-13,33
CCN1C(=O)c2ccccc2S(=O)c2ccc(C(=O)NCc3ccccn3)cc21 (stereo unspecified),i,-10,14
C=C(C)Cn1c(C2CC(=O)N(c3ccccc3F)C2)nc2ccccc21 (stereo unspecified),i,-23,7
CC(C)(C)C1C=C(Sc2ccccc2)C(=O)O1 (stereo unspecified),i,-22,9
O=C(NNC(=O)c1sccc1-n1cccc1)c1ccccc1,i,-7,21
CCC(O)(CC)C(=O)N=Nc1c(O)[nH]c2ccccc12,i,-2,23
Cn1c(C(F)(F)F)nc2c(=O)oc3ccccc3c21,i,-15,1

# Already shown: an excerpt of the list.
SMILES,CHT PAM,OX1R antag-1,OX1R antag-2
CCC(O)(CC)C(=O)N=Nc1c(O)[nH]c2ccccc12,i,-2,23
Cn1c(C(F)(F)F)nc2c(=O)oc3ccccc3c21,i,-15,1

# Following part:
SMILES,CHT PAM,OX1R antag-1,OX1R antag-2
Cc1nc2sc(C(c3ccco3)N3CCN(c4ccccc4F)CC3)c(O)n2n1 (stereo unspecified),i,-12,4
CC(C)NC(=O)c1ccccc1NC(=O)CCc1ccccc1,i,-20,2
O=C1c2ccccc2C(O)N1Cc1ccc2c(c1)OCO2 (stereo unspecified),i,-1,5
COc1cc(NC(=O)C2CCC(CNc3c(N4CCC(C)CC4)c(=O)c3=O)CC2)cc(OC)c1 (stereo unspecified),i,-24,17
CCc1ccc(NC(=O)c2cc(CC(C)C)on2)cc1,i,-5,1
Cn1c(COc2ccc3ccccc3c2)nnc1SCC(=O)OC1CCCCC1,i,-8,19
CC(C)(C)C1CCC2(CC1)NC(CO)(CO)CO2 (stereo unspecified),i,-15,-7
O=C(CCNC(=O)c1ccccc1)NCc1ccccc1F,·,-14,5
O=c1onc(-c2c(F)cccc2F)n1-c1ccccc1Cl,i,-16,1
CC(OC(=O)CN1C(=O)C2CC=CCC2C1=O)C(=O)Nc1ccc(F)cc1Cl (stereo unspecified),i,-7,7
CSc1nc(C)cc(C)c1S(=O)(=O)c1ccccc1C,i,-19,9
COC(=O)c1nn(-c2cccc(C)c2)c2nnc(Cc3ccc(C)cc3)c(=O)n12,i,-30,27
COc1cccc(NC(=O)NC2CCN(CC(=O)Nc3ccccc3[N+](=O)[O-])CC2)c1,i,-5,12
Cc1ccc(NC(=O)CN(c2ccccc2)S(=O)(=O)N(C)C)cc1C,i,-9,21
CCCCOc1ccc(C(=O)C(CN2CCOCC2)c2ccccc2)cc1 (stereo unspecified),i,-49,6
CN1CCN(C(=O)/C=C/c2ccc(Cl)c(Cl)c2)CC1,i,-2,27
CCc1ccccc1N(CC)C(=O)CCc1nc(-c2ccc(C)cc2)no1,i,-7,18
CCOC(=O)Cc1csc(NC(=O)c2ccc(S(=O)(=O)N3CCOCC3)cc2)n1,i,-20,10
COc1ccc2c(c1)c(C(O)CN1CCN(Cc3ccc4c(c3)OCO4)CC1)c(C)n2C (stereo unspecified),i,-4,27
c1cnc(NCCNc2ncccn2)nc1,i,7,7
COC(=O)c1cccc(NC(=O)c2cc3sccc3n2C)c1,i,-19,14
O=C(Nc1nnc(SCC(=O)N2CCCc3ccccc32)s1)c1cccc2ccccc12,i,-35,14
CN1CCN(S(=O)(=O)c2ccc(N3CCN(S(=O)(=O)/C=C/c4ccccc4)CC3)nc2)CC1,i,30,13
CCc1ccccc1Nc1nc(N)nc(CSCC(=O)c2cc(C)n(C)c2C)n1,i,-3,71
Cc1nnc2ccc(N3CCN(C(=O)c4ccccc4)CC3)nn12,i,-8,12
c1ccc(-n2ncc3cccnc32)cc1,i,-20,1
CCOC(=O)c1c(NC(N)=O)sc(C)c1C,i,-23,5
Cc1ccc(S(=O)(=O)N2CCN(C(=O)Cn3c(=O)cnc4ccccc43)CC2)c(C)c1,·,-8,16
COc1cc(CC(=O)NC2CCCc3ccccc32)cc(OC)c1OC (stereo unspecified),i,-34,19
O=C(NC1CCCCC1)Nn1c(-c2ccccc2)nc2ccccc2c1=O,i,-13,8
CC(=O)Nc1ccc(-n2nnnc2SCC(=O)N2CCN(C(=O)c3ccco3)CC2)cc1,i,-7,5
O=C(Nc1ccccc1-c1nc2ccccc2[nH]1)c1ccc(N2C(=O)CCC2=O)cc1,i,-7,22
O=C(CN1CCCCCC1)N/N=C/c1cccc(Cl)c1,i,-8,14
COC(=O)c1ccc(N2CCN(C(C)=O)CC2)c(NC(=O)c2cccnc2)c1,i,-8,5
CCOC(=O)c1cc2occc2n1CC(=O)NC1CCC(C)CC1 (stereo unspecified),i,-34,1
CCN(CC(=O)NCc1cccs1)C(=O)c1ccc(OC)c(OC)c1,i,-18,5
OCC[C@@H]1C[C@@H](O)[C@H](O)[C@]2(CCc3ccccc3CO2)O1,i,-1,10
CCn1c(SCC(=O)NNC(=O)c2ccc(C)cc2)nnc1-c1ccco1,i,-6,8
S=C(NCCc1ccncc1)Nc1cccc2ccccc12,i,-2,11
O=C(NCc1ccco1)c1cccs1,i,-2,7
CC(C)(C)OC(=O)NN1CC(=O)N2[C@@H](Cc3c([nH]c4ccccc34)C2(C)C)C1=O,i,-29,0
Cc1cc(OCCN2CCC(Cc3ccccc3)CC2)ccc1[N+](=O)[O-],i,-23,4
O=C(O)CC/C(=N\Nc1ccc(Cl)cc1)c1cccs1,i,-12,10
CCC1CCCCN1C(=O)C(=O)c1cn(CC(=O)N(CC)CC)c2ccccc12 (stereo unspecified),i,-16,18
O=C(CSC1CC(=O)N(CC(c2ccccc2)c2ccccc2)C1=O)Nc1ccc(Cl)cc1 (stereo unspecified),i,-4,43
CCCc1cc(C(=O)N(C2CCCCC2)C2CCCCC2)no1,i,-34,8
Cc1nn(CC(=O)Nc2ccc3c(c2)nc(CN2CCCC2)n3C)c(=O)c2ccccc12,i,-9,2
O=C(NCCc1ccc(Cl)cc1)c1cccnc1,i,-9,5
CC(=O)c1ccc(NC(=O)C(C)N2CCN(C/C=C/c3ccccc3)CC2)cc1 (stereo unspecified),i,-14,10
O=C1C2C3C=CC(C3)C2C(=O)N1Cc1ccccc1 (stereo unspecified),i,-2,8
O=C(Cn1nc(-c2ccco2)ccc1=O)Nc1cc(Cl)ccc1Cl,i,8,10
CC(C)(C)C(=O)Nc1nnc(SCC(=O)Nc2ccc3c(c2)OCO3)s1,i,-23,19
FC(F)(F)C(Oc1nc(NC2CCCCC2)nc(N2CCOCC2)n1)C(F)(F)F,i,-6,7
CCOC(=O)c1[nH]c2ccc(C)cc2c1N=C(C)N(C)C,i,-8,23
Cc1nc(C(=O)NNC(=O)c2ccccc2Cl)c(C(F)(F)F)o1,i,-20,12
O=C(Nc1ccc(Cl)cn1)C1CCN(S(=O)(=O)c2cccs2)CC1,i,-15,14
Cc1cc(NC(=O)c2cc(CC(C)C)on2)n(-c2ccccc2)n1,i,-21,3
Cc1cc(C)nc(SCc2ccc(C(=O)N/N=C/c3ccccc3C(=O)O)cc2)n1,i,-15,7
COc1ccc(CC(=O)Nc2cccc(-c3nnc(-c4ccc(C)cc4)o3)c2)cc1OC,i,-30,26
CCOC(=O)c1c(C)[nH]c(C(=O)CN2CCOCC2)c1C,i,-12,6

# Part of the list above in order of molecular weight, ascending:
SMILES,CHT PAM,OX1R antag-1,OX1R antag-2
CCOC(=O)c1[nH]c2ccc(C)cc2c1N=C(C)N(C)C,i,-8,23
CCOC(=O)c1c(C)[nH]c(C(=O)CN2CCOCC2)c1C,i,-12,6
Cc1cc(NC(=O)c2cc(CC(C)C)on2)n(-c2ccccc2)n1,i,-21,3
Cc1nc(C(=O)NNC(=O)c2ccccc2Cl)c(C(F)(F)F)o1,i,-20,12
O=C(Nc1ccc(Cl)cn1)C1CCN(S(=O)(=O)c2cccs2)CC1,i,-15,14
CC(=O)c1ccc(NC(=O)C(C)N2CCN(C/C=C/c3ccccc3)CC2)cc1 (stereo unspecified),i,-14,10
COc1ccc(CC(=O)Nc2cccc(-c3nnc(-c4ccc(C)cc4)o3)c2)cc1OC,i,-30,26

# Ordered by the number under OX1R antag-2 (smallest number first): some entries from above.
Structure	OX1R antag-1	OX1R antag-2
C=C(C)Cn1c(C2CC(=O)N(c3ccccc3F)C2)nc2ccccc21 (stereo unspecified)	-23	7
Cc1nnc2ccc(N3CCN(C(=O)c4ccccc4)CC3)nn12	-8	12
COc1ccc2c(c1)c(C(O)CN1CCN(Cc3ccc4c(c3)OCO4)CC1)c(C)n2C (stereo unspecified)	-4	27

# The listing continues:
SMILES,CHT PAM,OX1R antag-1,OX1R antag-2
CC(C)CNC(=O)CN1C(=O)NC2(CCCc3ccccc32)C1=O (stereo unspecified),i,-9,-1
COc1cc(C(=O)Oc2cccnc2)cc(OC)c1OC,i,-14,-4
FC(F)(F)c1ccc(C2[C@H]3CN(Cc4ccc(-c5ccccc5)cc4)[C@H](c4ccccc4)C34CC2(c2ccccc2)C4)cc1 (stereo partly specified),i,-12,6
Cn1nnnc1SCC1=C(C(=O)O)N2C(=O)C(NC(=O)C3CC3c3ccccc3)C2SC1 (stereo unspecified),i,-13,9
Cc1nn(Cc2ccccc2)c(C)c1/C=N/NC(=O)CNc1cccc(C(F)(F)F)c1,i,-22,10
Cc1ccc(CNC(=O)C2CCCN(c3nn4c(=O)cc(C)nc4s3)C2)cc1 (stereo unspecified),i,-25,-1
CCOc1ccc(CCNC(=O)c2nnn(CC(=O)Nc3ccc(OC)cc3)c2N)cc1OCC,i,-34,-10
CCCN1CCC(N(CCc2ccccc2)Cc2ccccc2)CC1,i,-27,15
O=C(CN(c1ccccc1)S(=O)(=O)c1ccc(F)cc1)N1CCCCCC1,i,-17,5
